Screening results as filed in PubChem.
FBW7 act: activators of human E3 ligase FBW7; Q969H0; AlphaScreen FBW7–phospho-cyclin E peptide binding, activator screen; normalized activity (activation), % at 26.1 µM; 650,000 tested, 0.13% active; in the data active = normalized activity above about 1.9%;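 note: purified mutant Fbw7 with reduced substrate affinity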
MITF primary: blocks human microphthalmia-associated transcription factor | O75030 | AlphaScreen MITF homodimerization, bead proximity signal | inhibition, % at 2.6 µM | 650,000 tested, 0.91% active; in the data active = inhibition above about 50%;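 note: 0% = vehicle wells with protein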
Target sequence (O75030 whole entry, looked up): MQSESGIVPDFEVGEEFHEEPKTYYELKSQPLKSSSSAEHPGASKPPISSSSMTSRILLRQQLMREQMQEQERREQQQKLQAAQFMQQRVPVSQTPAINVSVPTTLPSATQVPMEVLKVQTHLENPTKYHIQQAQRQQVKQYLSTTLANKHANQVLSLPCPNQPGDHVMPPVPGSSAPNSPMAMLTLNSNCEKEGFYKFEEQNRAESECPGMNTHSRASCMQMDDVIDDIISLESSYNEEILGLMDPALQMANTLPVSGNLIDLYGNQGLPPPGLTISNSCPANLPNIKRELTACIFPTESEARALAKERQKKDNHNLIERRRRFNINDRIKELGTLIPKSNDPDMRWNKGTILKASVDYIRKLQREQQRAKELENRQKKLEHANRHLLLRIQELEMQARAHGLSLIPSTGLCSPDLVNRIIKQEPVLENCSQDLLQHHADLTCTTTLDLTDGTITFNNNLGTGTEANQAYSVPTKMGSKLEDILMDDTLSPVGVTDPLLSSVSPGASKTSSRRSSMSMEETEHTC
TEAD-YAP block: TEAD-YAP interaction inhibition | 640,000 tested, 1.4% active | AID 1259422 | HEK-TIYL cells, TEAD-Gal4/YAP UAS-luciferase luminescence | inhibition, % at 9.12 µM; in the data active = inhibition above about 32%;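 note: 0% = median of test compound wells and 100% = reference inhibitor wells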
GPR151 activ: activators of human GPR151; Q8TDV0; PathHunter beta-arrestin GPR151 cells, luminescence; activation, % at 11.2 µM; 650,000 tested, 1% active; AID 1508602; in the data active = activation above about 4.9%;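 note: 0% = median of compound wells and 100% = cells with positive control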
Target sequence (Q8TDV0 whole entry, looked up): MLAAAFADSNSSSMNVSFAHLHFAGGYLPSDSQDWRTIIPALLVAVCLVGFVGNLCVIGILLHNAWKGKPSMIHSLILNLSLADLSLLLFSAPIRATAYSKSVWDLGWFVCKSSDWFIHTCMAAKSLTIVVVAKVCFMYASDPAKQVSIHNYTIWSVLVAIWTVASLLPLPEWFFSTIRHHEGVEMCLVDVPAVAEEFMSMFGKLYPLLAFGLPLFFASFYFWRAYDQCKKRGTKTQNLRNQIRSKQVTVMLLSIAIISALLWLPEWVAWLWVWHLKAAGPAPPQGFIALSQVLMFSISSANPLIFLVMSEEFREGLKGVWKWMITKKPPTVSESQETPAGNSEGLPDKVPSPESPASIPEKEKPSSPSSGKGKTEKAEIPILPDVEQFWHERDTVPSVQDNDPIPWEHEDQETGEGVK
* marks the source's active call; other numbers are inactive results.

Preview (7 entries):
CN(C(=O)C(=O)N(C)C1CCS(=O)(=O)C1)C1CCS(=O)(=O)C1 (centres undefined) was read as FBW7 act -0.2, MITF primary -7, TEAD-YAP block 2 and GPR151 activ -0.2.
For O=C(CCCn1c(SCc2cccc(Cl)c2)nc2cc3c(cc2c1=O)OCO3)NCc1ccc2c(c1)OCO2 the results were FBW7 act 0.0, MITF primary -8, TEAD-YAP block -4 and GPR151 activ 0.5.
For c1ccc2c(N3CCOCC3)nnc(N3CCOCC3)c2c1 the results were FBW7 act 0.0, MITF primary 5, TEAD-YAP block -3 and GPR151 activ 1.3.
Screening O=C(NC1CC1)c1ccc(-c2nc(NCc3nc4ccccc4[nH]3)c3ncn(Cc4ccc(C(F)(F)F)cc4)c3n2)cc1 returned FBW7 act -0.3, MITF primary -3, TEAD-YAP block -9 and GPR151 activ -1.0.
For CCOC(=O)COc1cc(C=O)ccc1OC the results were FBW7 act -0.1, MITF primary 13, TEAD-YAP block 12 and GPR151 activ 0.5.
For Cc1cc(C)cc(NCc2ccc3c(c2)OCO3)c1 the results were FBW7 act 0.0, MITF primary 67*, TEAD-YAP block 3 and GPR151 activ -0.4.
Screening O=C(COC(=O)C1=NN(c2ccccc2)C(=O)CC1)NC1CCS(=O)(=O)C1 (centres undefined) returned FBW7 act -0.1, MITF primary -3, TEAD-YAP block 12 and GPR151 activ -1.0.

The listing, from the start:
CN(C(=O)C(=O)N(C)C1CCS(=O)(=O)C1)C1CCS(=O)(=O)C1 (centres undefined) was read as FBW7 act -0.2, MITF primary -7, TEAD-YAP block 2 and GPR151 activ -0.2.
For O=C(CCCn1c(SCc2cccc(Cl)c2)nc2cc3c(cc2c1=O)OCO3)NCc1ccc2c(c1)OCO2 the results were FBW7 act 0.0, MITF primary -8, TEAD-YAP block -4 and GPR151 activ 0.5.
For c1ccc2c(N3CCOCC3)nnc(N3CCOCC3)c2c1 the results were FBW7 act 0.0, MITF primary 5, TEAD-YAP block -3 and GPR151 activ 1.3.
Screening O=C(NC1CC1)c1ccc(-c2nc(NCc3nc4ccccc4[nH]3)c3ncn(Cc4ccc(C(F)(F)F)cc4)c3n2)cc1 returned FBW7 act -0.3, MITF primary -3, TEAD-YAP block -9 and GPR151 activ -1.0.
For CCOC(=O)COc1cc(C=O)ccc1OC the results were FBW7 act -0.1, MITF primary 13, TEAD-YAP block 12 and GPR151 activ 0.5.
For Cc1cc(C)cc(NCc2ccc3c(c2)OCO3)c1 the results were FBW7 act 0.0, MITF primary 67*, TEAD-YAP block 3 and GPR151 activ -0.4.
Screening O=C(COC(=O)C1=NN(c2ccccc2)C(=O)CC1)NC1CCS(=O)(=O)C1 (centres undefined) returned FBW7 act -0.1, MITF primary -3, TEAD-YAP block 12 and GPR151 activ -1.0.
`NC(=O)c1ccc(-c2nc3ncnc(NCCCN4CCCC4=O)c3[nH]2)cc1` gave FBW7 act -0.1, MITF primary 27, TEAD-YAP block 7 and GPR151 activ 0.8.
O=C(CCN(Cc1ccccc1)S(=O)(=O)c1ccc(Br)cc1)NO was read as FBW7 act -0.1, MITF primary 0, TEAD-YAP block -12 and GPR151 activ -0.7.
O=C1c2ccccc2C(=O)N1CNc1ccccn1 was read as FBW7 act 0.0, MITF primary 9, TEAD-YAP block 11 and GPR151 activ -0.4.
Screening COc1ccc(Br)cc1C1=N/C(=C\c2cccc(OC)c2OC)C(=O)O1 returned FBW7 act 0.0, MITF primary 19, TEAD-YAP block -8 and GPR151 activ 6.8*.
`COc1ccc(CC(=O)N/N=C(\C)CC(=O)Nc2ccc(Br)cc2)cc1OC` gave FBW7 act -0.1, MITF primary -1, TEAD-YAP block 28 and GPR151 activ -0.6.
`O=C(NC1CCCCC1)c1cn2ccsc2n1` gave FBW7 act -0.2, MITF primary 3, TEAD-YAP block -18 and GPR151 activ 1.6.
Screening CCOC(=O)N1CCc2c(sc(NC(=O)c3c(F)cccc3F)c2C(=O)OC)C1 returned FBW7 act 0.0, MITF primary -14, TEAD-YAP block 3 and GPR151 activ -0.7.
O=C(NCc1ccc(F)cc1)C(=O)NC1CC1 was read as FBW7 act -0.2, MITF primary 18, TEAD-YAP block 0 and GPR151 activ -1.3.
CCN1CCCC1CNC(=O)c1ccc2c(=O)n(CCOC)c(=S)[nH]c2c1 (centres undefined) was read as FBW7 act 0.2, MITF primary -3, TEAD-YAP block 18 and GPR151 activ 1.6.
Cc1cccc(NC(=O)c2ccc(Br)o2)c1N1CCC2(CC1)OCCO2 was read as FBW7 act 0.0, MITF primary 10, TEAD-YAP block -3 and GPR151 activ -0.1.
Screening CCN(CC)c1ccc(-c2n[nH]c(=S)n2N)cc1 returned FBW7 act 0.1, MITF primary 11, TEAD-YAP block -31 and GPR151 activ -2.2.
`CC(=O)c1ccc(NC(=O)CCCn2nc([N+](=O)[O-])c(Cl)c2C)cc1` gave FBW7 act 0.1, MITF primary 6, TEAD-YAP block -10 and GPR151 activ -0.3.
CC(NC(=O)CCCSc1nc2ccccc2s1)c1ccc(S(N)(=O)=O)cc1 (centres undefined) was read as FBW7 act -0.3, MITF primary -7, TEAD-YAP block -11 and GPR151 activ 0.8.
`C=CCNc1nc(Nc2ccc(F)cc2)nc(OC(C(F)(F)F)C(F)(F)F)n1` gave FBW7 act 0.0, MITF primary -12, TEAD-YAP block 5 and GPR151 activ 2.1.
For CCNC(=O)CSCc1cccc(Br)c1 the results were FBW7 act 0.0, MITF primary -4, TEAD-YAP block 6 and GPR151 activ 0.1.
`O=C(O)CCc1ccc(-c2cnc3ccc(NC4CCOCC4)nn23)cc1` gave FBW7 act 0.5, MITF primary 16, TEAD-YAP block -10 and GPR151 activ -0.3.
Screening CCOc1cc(/C=C2\SC(N)=NC2=O)ccc1O returned FBW7 act -0.2, MITF primary -2, TEAD-YAP block 9 and GPR151 activ 0.0.
CC1=CC(C)(C)N(C(=O)CN2C(=O)c3ccccc3C2=O)c2cc(C)ccc21 was read as FBW7 act 0.1, MITF primary 8, TEAD-YAP block -9 and GPR151 activ -0.5.
COc1ccc(OC)c(C2C=C(c3cccnc3)Nc3nnnn32)c1 (centres undefined) was read as FBW7 act 0.0, MITF primary 7, TEAD-YAP block 3 and GPR151 activ 0.1.
CCCn1c2ccccc2c2nnc(SCC(=O)N=C3NC(=O)CS3)nc21 was read as FBW7 act -0.1, MITF primary 0, TEAD-YAP block -2 and GPR151 activ 0.1.
`NC(=O)C1CCCN(Cc2ccc3c(c2)CN(Cc2cccc(F)c2F)CCO3)C1` (centres undefined) gave FBW7 act 0.0, MITF primary 12, TEAD-YAP block 9 and GPR151 activ 1.4.
`COc1ccc(OC)c(NC(=O)CSc2nnc(NC(=O)C3CCCCC3)s2)c1` gave FBW7 act 0.2, MITF primary -7, TEAD-YAP block 1 and GPR151 activ 2.5.
For Cn1ccnc1N1CCN(CC(=O)NC2CCCCC2)CC1 the results were FBW7 act -0.3, MITF primary -10, TEAD-YAP block -9 and GPR151 activ -0.2.
For O=C(CSc1ccnc(=O)[nH]1)N1CCCCC1 the results were FBW7 act -0.3, MITF primary 1, TEAD-YAP block -1 and GPR151 activ -1.8.
`O=C(NCCc1ccccc1)c1ccc(S(=O)(=O)c2ccccc2Cl)c([N+](=O)[O-])c1` gave FBW7 act 0.2, MITF primary -5, TEAD-YAP block -6 and GPR151 activ 0.8.
O=C(c1cc2n(n1)C(C(F)(F)F)CC(c1ccccc1)N2)N(Cc1ccccc1)Cc1ccccc1 (centres undefined) was read as FBW7 act 0.3, MITF primary 18, TEAD-YAP block 8 and GPR151 activ 0.1.
Screening CC(C)CCNC(=O)Cc1ccc(Cl)cc1 returned FBW7 act 0.5, MITF primary 9, TEAD-YAP block -21 and GPR151 activ 1.1.
For CCOc1ccc2c(c1)/C(=C1/SC(C(C)=O)=C(c3ccccc3)S1)C(=S)C(C)(C)N2C(=O)C(C)CC (centres undefined) the results were FBW7 act 0.0, MITF primary -11, TEAD-YAP block 3 and GPR151 activ 0.1.
For COc1ccc(C(=O)N2CCN(S(=O)(=O)c3ccccc3)CC2)cc1 the results were FBW7 act 0.0, MITF primary -2, TEAD-YAP block -1 and GPR151 activ -1.4.
For Cn1c(Nc2nccc(NCCCN3CCCC3=O)n2)nc2ccccc21 the results were FBW7 act 0.0, MITF primary -3, TEAD-YAP block -6 and GPR151 activ -0.7.
For Cc1onc(-c2ccccc2Cl)c1C(=O)NC(=S)NC1CCS(=O)(=O)C1 (centres undefined) the results were FBW7 act 0.0, MITF primary 3, TEAD-YAP block -2 and GPR151 activ 0.3.
For CCOC(=O)Nc1ccc2c(COC(=O)/C=C/c3cccc([N+](=O)[O-])c3)cc(=O)oc2c1 the results were FBW7 act -0.1, MITF primary -4, TEAD-YAP block 5 and GPR151 activ 2.2.
Screening O=[N+]([O-])c1ccccc1S(=O)(=O)NCCc1ccccc1 returned FBW7 act -0.1, MITF primary -11, TEAD-YAP block -1 and GPR151 activ -2.2.
C[C@H](c1ccccc1)n1c(=O)[nH]c2ncc(-c3ccc(C(=O)N4CCOCC4)cc3)nc21 was read as FBW7 act -0.3, MITF primary 3, TEAD-YAP block -6 and GPR151 activ 0.5.
For COc1ccccc1C(=O)Nc1c2c(nn1-c1cccc(C)c1C)CS(=O)C2 (centres undefined) the results were FBW7 act 0.2, MITF primary 8, TEAD-YAP block 17 and GPR151 activ 1.5.
For Cc1ccc(C(=O)N2N=C(c3ccccc3)CC2c2ccccc2)cc1 (centres undefined) the results were FBW7 act 0.0, MITF primary 4, TEAD-YAP block 5 and GPR151 activ 0.1.
`Cc1ccccc1C1C2=C(CC(C)(C)CC2=O)Nc2nc(C(F)(F)F)nn21` (centres undefined) gave FBW7 act -0.1, MITF primary -13, TEAD-YAP block 2 and GPR151 activ 0.7.
Screening CCN1CCCC1CNC(=O)c1ccc(Sc2ccc(F)cc2)c([N+](=O)[O-])c1 (centres undefined) returned FBW7 act -0.3, MITF primary -5, TEAD-YAP block -3 and GPR151 activ 2.1.
Screening CCc1cc(=O)[nH]c(N2CCN(S(C)(=O)=O)CC2)n1 returned FBW7 act 0.5, MITF primary 7, TEAD-YAP block 8 and GPR151 activ -1.1.
O=C(Nc1ccccc1Cl)C1CCCN(c2ccc(-n3ccnc3)nn2)C1 (centres undefined) was read as FBW7 act 0.0, MITF primary 10, TEAD-YAP block -2 and GPR151 activ 0.5.
`O=c1nc2c(-c3ccccc3F)n[nH]n2c2ccccc12` gave FBW7 act 0.0, MITF primary -10, TEAD-YAP block -32 and GPR151 activ -5.2.
`COc1ccc(/C(C)=N/NC(=O)CC2(C)OCCO2)c(OC)c1` gave FBW7 act -0.1, MITF primary -2, TEAD-YAP block -3 and GPR151 activ -0.5.
O=C(CN1CCN(c2nc(-c3ccccc3)cs2)CC1)Nc1ccc(Cl)cc1 was read as FBW7 act -0.2, MITF primary -4, TEAD-YAP block 3 and GPR151 activ 1.9.
For CCn1c(C(=O)O)c(CC(=O)N2CC(C)CC(C)C2)c2ccccc21 (centres undefined) the results were FBW7 act 0.1, MITF primary 12, TEAD-YAP block -2 and GPR151 activ -1.7.
For CSc1ccccc1-n1nnnc1SCc1ccccc1 the results were FBW7 act 1.5, MITF primary 11, TEAD-YAP block 9 and GPR151 activ -0.8.
Screening Cc1cccc(N(CC(=O)NC2CCCC2)C(=O)c2c(C)noc2C)c1 returned FBW7 act 0.3, MITF primary 14, TEAD-YAP block -7 and GPR151 activ 1.6.
`O=[N+]([O-])c1cccc(S(=O)(=O)N/N=C/c2ccc(O)cc2)c1` gave FBW7 act 0.0, MITF primary 15, TEAD-YAP block -4 and GPR151 activ -0.1.
O=[N+]([O-])c1ccc(N2CCCc3ccccc32)cc1[N+](=O)[O-] was read as FBW7 act -0.7, MITF primary 3, TEAD-YAP block 6 and GPR151 activ 0.4.
O=C(CC1(O)C(=O)Nc2ccccc21)c1cccc([N+](=O)[O-])c1 (centres undefined) was read as FBW7 act 0.0, MITF primary -7, TEAD-YAP block -3 and GPR151 activ -1.0.
For Cc1cc(-n2c(SCc3ccccc3Cl)nc3n[nH]c(C)c3c2=N)ccc1Cl the results were FBW7 act 0.1, MITF primary -2, TEAD-YAP block 9 and GPR151 activ 2.1.
`Cn1c(=O)c2c(nc3n2CC(c2ccccc2)=CS3)n(C)c1=O` gave FBW7 act -0.1, MITF primary -8, TEAD-YAP block 3 and GPR151 activ 0.5.
For CCN1CCN(C(c2cccs2)C(C)NC(=O)c2ccccc2F)CC1 (centres undefined) the results were FBW7 act 0.1, MITF primary -2, TEAD-YAP block 3 and GPR151 activ -0.3.
Screening Cc1n[nH]c(C)c1CN(C)C(=O)CCCn1nnnc1CN1CCC(C)CC1 returned FBW7 act -0.1, MITF primary 0, TEAD-YAP block 0 and GPR151 activ 0.1.
For Cc1cc(C(F)(F)F)nc(SCc2ccc(C(=O)NNC(=O)c3cccs3)o2)n1 the results were FBW7 act 0.1, MITF primary 7, TEAD-YAP block 4 and GPR151 activ 1.3.
For O=C(NC1C2CC3CC(C2)CC1C3)c1ccc(Br)o1 (centres undefined) the results were FBW7 act -0.1, MITF primary -1, TEAD-YAP block -1 and GPR151 activ 0.0.
O=C(N/N=C/c1cc2c(cc1Cl)OCO2)c1cccnc1 was read as FBW7 act 0.0, MITF primary 13, TEAD-YAP block 6 and GPR151 activ -0.9.
`CS(=O)(=O)N(CC(=O)Nc1cccc(Br)c1)c1ccc(Cl)cc1` gave FBW7 act -0.1, MITF primary 4, TEAD-YAP block -11 and GPR151 activ 0.0.
Screening Cc1cc(C)n2ncc(C(=O)Nc3cccnc3Cl)c2n1 returned FBW7 act 0.4, MITF primary 19, TEAD-YAP block -11 and GPR151 activ -0.7.
Screening CCN1CCN(c2ncnc3c2c(-c2ccccc2)cn3-c2ccc(C)cc2)CC1 returned FBW7 act -0.2, MITF primary 0, TEAD-YAP block -1 and GPR151 activ -0.7.
